Menin-MLL TR inh – qHTS Assay for Inhibitors Targeting the Menin-MLL Interaction in MLL Related Leukemias: Competition With Texas Red Labeled MLL-derived Mutant Peptide | O00255 | Menin + Texas Red MLL mutant peptide, fluorescence polarization | Potency, µM (doses to about 61.6 µM), without a hit: at the highest dose FP activity change, negative = inhibition, most hits filed as inhibitors | 270,000 compounds, 0.23% hits; active means well fitted inhibition curve with a large enough effect in the polarisation, with a control signal flat, not every such curve was filed as active; inconclusive means small, poorly fitted or top-dose-only effect, or effect the other way, or a change in a side signal; inactive means no such curve, though single readings can be large or run the other way; the % refers to the polarisation; further: % of control where 0% means no effect; many of its hits are not listed in these tables
Target sequence (O00255 whole entry, looked up): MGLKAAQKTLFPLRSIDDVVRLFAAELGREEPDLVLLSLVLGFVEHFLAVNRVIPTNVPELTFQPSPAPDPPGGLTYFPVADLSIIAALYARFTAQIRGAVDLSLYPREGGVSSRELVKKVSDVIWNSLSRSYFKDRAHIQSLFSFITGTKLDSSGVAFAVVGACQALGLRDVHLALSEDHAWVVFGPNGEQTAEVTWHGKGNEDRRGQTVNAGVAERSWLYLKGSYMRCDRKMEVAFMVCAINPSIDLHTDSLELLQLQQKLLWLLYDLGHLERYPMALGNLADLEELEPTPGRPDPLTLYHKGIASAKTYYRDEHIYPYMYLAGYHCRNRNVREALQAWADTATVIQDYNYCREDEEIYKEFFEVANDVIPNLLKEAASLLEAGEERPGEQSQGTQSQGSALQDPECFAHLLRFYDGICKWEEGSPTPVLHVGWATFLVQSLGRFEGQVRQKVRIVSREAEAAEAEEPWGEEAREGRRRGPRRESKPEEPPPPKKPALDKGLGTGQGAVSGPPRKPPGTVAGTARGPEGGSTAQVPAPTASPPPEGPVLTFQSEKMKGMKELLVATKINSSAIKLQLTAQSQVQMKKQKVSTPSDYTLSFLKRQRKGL
Starred values were filed as active, the others as inactive; ? = inconclusive; & = joins results of further samples; [ ] = dose if it differs, or a comment. Potency means the concentration at half of the fitted maximal effect. Not all compounds are listed. The share of hits here may be higher or lower than overall.

SMILES | Menin-MLL TR inh
CC(C)(C)CC(C)(C)c1ccc(OCOCCOCCO)c(Cc2cc(C(C)(C)CC(C)(C)C)cc(Cc3cc(C(C)(C)CC(C)(C)C)ccc3OCOCCOCCO)c2OCOCCOCCO)c1 | -6.4%[24.8 µM]
COC(=O)C/C=C\[C@@H](C)[C@@H](/C=N\O[C@@H](C)c1cn([C@H](CO)Cc2ccccc2)nn1)OC | -2.2%&-3.6%[11.7 µM]
CC(C)(C)N1C(=O)[C@H]2[C@H]3[C@H](O)[C@H](O)C/C(=N/OCc4ccccc4)[C@@H]3CC[C@@H]2C1=O | -16.3%[11.7 µM]
CS(=O)(=O)N1CCC2(CCCN(C(=O)Nc3ccccc3)C2)CC1 | 7.4%
COc1ccc2c(c1)C(=O)[C@H](OC(=O)NS(=O)(=O)c1ccc(C)cc1)[C@@H](c1ccc(OC)c(Br)c1)O2 | 11.4%
Fc1ccc(Nc2ccnc(-c3ccccc3C(F)(F)F)n2)cc1 | ?
CN(Cc1ccco1)c1nc(-c2ccc3c(c2)OCO3)nc2ccccc12 | 22.1%
COc1ccc(-c2ccc(=N)n(CCCC(=O)O)n2)cc1 | 0.6%[24.8 µM]
Cc1nc(NCCO)c2nc(-c3ccccc3)n(CC3CCN(C)CC3)c2n1 | 10.7%
C[C@H]1C(=O)N(S(=O)(=O)c2ccc([N+](=O)[O-])cc2)[C@H]1c1ccc(F)cc1 | -18.9%
Cc1cccc(C(=O)N2CCC(=O)N([C@H](COCc3cccc(C(F)(F)F)c3)Cc3ccccc3)CC2)c1 | ?
COc1cccc(Cn2c(=O)cnc3cnc(OCc4ccccc4)nc32)c1 | 1.0%
O[C@@H]1CCN2Cc3ccccc3N=C12 | -15.2%
O=c1c(CCc2ccccc2)nc2cnc(N3CCNCC3)nc2n1Cc1ccc(F)cc1 | -7.6%
CC#CCOC(=O)C1=CCCN(C)C1 | 14.9%[24.8 µM]
COc1cccc(-c2ccc3ncnc(NC4CCNCC4)c3c2)c1 | -9.0%
CC#CCN1c2ccccc2[C@]23C[C@@H](C(=O)OC)N(S(=O)(=O)c4ccc([N+](=O)[O-])cc4)C2=NC(C(=O)OC)=C(C(=O)OC)[C@H]13 | -19.8%[11.7 µM]
c1cncc(-c2nccc(-n3ccnc3)n2)c1 | -12.3%
COc1ccc(C2C3C=CCC(c4cccc(/C=C/c5ccccc5)c4)C3C(=O)N2Cc2ccccc2)cc1Cl (stereo not drawn) | 15.7%
COc1ccccc1C1=Nn2c(nnc2-c2ccccc2C)SC1 | 0.7%&-9.2%
COc1cccc(-c2cncnc2NCc2ccccc2OC)c1 | -20.9%
COC(=O)C1=C(C(=O)OC)[C@@H]2N(C)c3ccc(OC)cc3[C@@]23C[C@@H](C(=O)OC)N(S(=O)(=O)c2ccc(C#N)cc2)C3=N1 | -13.9%[11.7 µM]
c1ccc(C(c2ccccc2)N2CCC3(CCNCC3)CC2)cc1 | -5.0%
COc1cccc(C=NC=Nc2cccc(OC)c2)c1 | 17.3%[24.8 µM]
COc1ccccc1CN1CCCC2(CCN(C(=O)c3csnn3)CC2)C1 | 1.6%

Next section:
SMILES | Menin-MLL TR inh
CCCCC/C=C\C/C=C\C[C@H](O)/C=C/C=C\CCCC(=O)O | 6.5%
CO[C@@H]1COC(=O)C/C=C\[C@@H](C)[C@@H]2C=C[C@H](O)[C@@H](COC(=O)CCC[C@H]1C)O2 | -6.0%[11.7 µM]
COCCn1c(=O)c(-c2ccc(F)cc2)nc2cnc(N3CCOCC3)nc21 | 9.9%
CCc1ccc(OCc2ccccc2C(=O)Nc2ccc3nc(C)cc(N)c3c2)cc1 | -26.2%
CS(=O)(=O)Nc1cccc(-c2ccc3ncnc(N4CCNCC4)c3c2)c1 | -1.0%
Cc1ccc(C2CC(=O)Oc3c(C(C)C)ccc(C)c32)cc1 (stereo not drawn) | -3.3%[94.6 µM]
CC(C)OC(C)C | -19.4%
CCNc1ncc2nc(-c3cc(F)cc(F)c3)c(=O)n(CCc3ccccc3)c2n1 | ?
CC(C(=O)O)C1CCC2C3CC=C4CC(O)CC[C@@]4(C)C3CC[C@]12C (stereo partly drawn) | -6.7%
Clc1ccccc1-c1cncnc1NCc1cccs1 | 3.6%
O=C(NCc1ccccn1)C1(C(F)(F)F)CC(CCCO)CCCO1 (stereo not drawn) | 1.3%
CC(C)C[C@@H](CC(=O)N[C@@H](CCCN)CC(=O)N[C@@H]1CCNC[C@H]1C(=O)N[C@H](CC(=O)N[C@@H](CCC(=O)O)CC(=O)O)Cc1c[nH]c2ccccc12)NC(=O)[C@@H]1CNCC[C@H]1N | -0.4%
O=c1c(-c2ccccc2)nc2cnc(N3CCOCC3)nc2n1CCc1ccccc1 | 12.5%
CC(C)C[C@H](NC(=O)[C@H](CC(C)C)NC(=O)[C@H](Cc1ccccc1)NC(=O)[C@@H](N)CO)C(=O)N[C@@H](CCCNC(=N)N)C(=O)N[C@@H](CC(N)=O)C(=O)N1CCC[C@H]1C(=O)N[C@@H](CC(N)=O)C(=O)N[C@@H](CC(=O)O)C(=O)N[C@@H](CCCCN)C(=O)N[C@@H](Cc1ccc(O)cc1)C(=O)N[C@@H](CCC(=O)O)C(=O)N1CCC[C@H]1C(=O)N[C@@H](Cc1ccccc1)C(=O)O | -2.9%
CN(C)C(=O)c1ccc(-c2ccc3ncnc(NC4CC4)c3c2)cc1 | -11.1%
CC(C)=C1C(=O)C(c2ccccc2)=C2CN3C(=O)N(CCc4ccccc4)C(=O)[C@]3(Cc3ccccc3)[C@H]21 | 3.2%
CC1(C)C(O)C=C[C@@]2(C)C1CC(=O)O[C@@]1(C)C3=CC(=O)OC(c4ccoc4)[C@]3(C)CCC21 (stereo partly drawn) | ?
C[C@H](NC[C@H](O)CP(=O)(O)CC1CCCCC1)c1ccc(Cl)c(Cl)c1 | 2.6%[24.8 µM]
CN1CCN(c2ncc3nc(-c4ccc(F)cc4)c(=O)n(Cc4cccs4)c3n2)CC1 | -15.6%
O=c1c(-c2ccc(F)cc2)nc2cnc(Oc3ccccc3)nc2n1C1CC1 | ?
CC[C@H](C)[C@H](NC(=O)[C@H](CC(=O)O)NC(=O)[C@H](CC(N)=O)NC(=O)[C@@H](NC(=O)[C@H](CCCNC(=N)N)NC(=O)[C@@H](NC(=O)[C@@H](NC(=O)[C@@H](NC(=O)[C@@H](NC(=O)[C@H](CCCCN)NC(=O)[C@@H](NC(=O)[C@H](CC(C)C)NC(=O)[C@@H](NC(=O)[C@H](CCCCN)NC(=O)[C@@H](NC(=O)[C@H](CC(=O)O)NC(=O)[C@H](CC(=O)O)NC(=O)[C@H](CCC(N)=O)NC(=O)[C@@H](NC(=O)[C@H](CCCCN)NC(=O)[C@H](CCC(N)=O)NC(=O)[C@@H](NC(=O)[C@@H]1CCCN1C(=O)[C@@H](N)C(C)C)[C@@H](C)CC)C(C)C)[C@@H](C)O)[C@@H](C)O)[C@@H](C)CC)[C@@H](C)O)[C@@H](C)CC)C(C)C)[C@@H](C)O)[C@@H](C)CC)C(=O)N[C@@H](CO)C(=O)N[C@@H](Cc1cnc[nH]1)C(=O)N[C@H](C(=O)N[C@@H](CCC(N)=O)C(=O)N[C@@H](CO)C(=O)N[C@H](C(=O)N[C@@H](CO)C(=O)N[C@@H](CO)C(=O)N[C@@H](CCCCN)C(=O)N[C@@H](CCC(N)=O)C(=O)N[C@@H](CCCCN)C(=O)O)C(C)C)[C@@H](C)O | 2.6%
Cc1cccc(CNc2cc(-c3cccc(NS(C)(=O)=O)c3)ncn2)c1 | 9.4%
COc1ccc(NC(=O)N2CC3(CCN(S(=O)(=O)c4ccccc4)CC3)C2)cc1 | ?
O=C(Nc1ccccc1)N1CC2(CCN(C(=O)c3cccc(F)c3)CC2)C1 | 1.0%
COc1cc(OC)cc(-c2nnc3n2N=C(c2ccc(OC)c(OC)c2)CS3)c1 | 4.7%

A few values from the list:
CC(C)OC(C)C | Menin-MLL TR inh = -19.4%
CC(C)C[C@@H](CC(=O)N[C@@H](CCCN)CC(=O)N[C@@H]1CCNC[C@H]1C(=O)N[C@H](CC(=O)N[C@@H](CCC(=O)O)CC(=O)O)Cc1c[nH]c2ccccc12)NC(=O)[C@@H]1CNCC[C@H]1N | Menin-MLL TR inh = -0.4%
CN1CCN(c2ncc3nc(-c4ccc(F)cc4)c(=O)n(Cc4cccs4)c3n2)CC1 | Menin-MLL TR inh = -15.6%
O=c1c(-c2ccccc2)nc2cnc(N3CCOCC3)nc2n1CCc1ccccc1 | Menin-MLL TR inh = 12.5%

Some of these compounds in order of the Menin-MLL TR inh value, largest number first:
SMILES | Menin-MLL TR inh
O=c1c(-c2ccccc2)nc2cnc(N3CCOCC3)nc2n1CCc1ccccc1 | 12.5%
CS(=O)(=O)Nc1cccc(-c2ccc3ncnc(N4CCNCC4)c3c2)c1 | -1.0%
CN1CCN(c2ncc3nc(-c4ccc(F)cc4)c(=O)n(Cc4cccs4)c3n2)CC1 | -15.6%

(listing goes on)
SMILES | Menin-MLL TR inh
COc1cccc(-c2nc(NCc3cccnc3)c3ccccc3n2)c1 | ?
CCc1c2c(nc3cccc(OC)c13)OC(CC)C2 (stereo not drawn) | 1.6%
COC(=O)N1CCC[C@@]2(CCN(Cc3cc(C(F)(F)F)cc(C(F)(F)F)c3)C2)C1 | -1.5%
O=C(NCCN1CCOCC1)C1(C(F)(F)F)CC(CCCO)CCCO1 (stereo not drawn) | -12.8%
COCCn1c(=O)cnc2cnc(N3CCNCC3)nc21 | 6.6%
CN(C)Cc1ccccc1-c1nc(NCc2ccccc2)c2ccccc2n1 | -17.9%
Cc1cc2ccc(=O)oc2cc1OC[C@@H](O)C(C)(C)O | 1.3%[24.8 µM]
CC1(C)OC(=O)NC1=O | -0.6%
Cc1cccc(CNc2ccnc(-c3ccccc3Cl)n2)c1 | -0.4%
COc1ccccc1-c1ccc2ncnc(N(C)C)c2c1 | -8.5%
COCCn1c(=O)c(-c2ccc(F)cc2)nc2cnc(Oc3ccccc3)nc21 | -10.7%
C/C(CCN1CCCCc2nc(C)c(C)cc21)=N\OC[C@@H](O)[C@@H]1O[C@@H]2OC(C)(C)O[C@@H]2[C@H]1O | 1.3%[11.7 µM]
CC[C@]1(O)C[C@@H]2CN(CCc3c([nH]c4ccccc34)[C@](C(=O)OC)(c3cc4c(cc3OC)N(C=O)[C@H]3[C@@](O)(C(=O)OC)[C@H](C(=O)OC)[C@@]5(CC)C=CCN6CC[C@]43[C@H]65)C2)C1 | -15.1%[24.8 µM]
CCCn1c(-c2ccc(F)cc2)nc2c(NC(C)CN(C)C)nc(C)nc21 (stereo not drawn) | -14.3%
CC(=O)Oc1cc(OC(C)=O)c2c(=O)cc(-c3ccc(OC(C)=O)c(OC(C)=O)c3)oc2c1 | 0.0%[24.8 µM]
O=C(Oc1ccccc1)N1CCC2(CCCN(c3ccncc3)C2)CC1 | -27.5%
Cc1cnc(CNc2cc(-c3ccc(N(C)C)cc3)ncn2)cn1 | -6.5%
CC[C@H](C)[C@@H](NC(=O)O[C@@H]1Cc2cc(OC)ccc2O[C@H]1c1cccc(OC)c1)C(=O)OC | 1.5%
O=C(NCCc1ccccc1)c1cccc(Br)n1 | -9.1%[94.6 µM]
CC1C(=O)N(S(=O)(=O)c2ccc([N+](=O)[O-])cc2)[C@H]1c1ccc2ccccc2c1 (stereo partly drawn) | 39.4%[activator]
O=c1c(-c2ccc(O)cc2)coc2c(C3OC(CO)C(O)C(O)C3O)c(O)ccc12 (stereo not drawn) | 15.6%
CC#CCN1c2ccccc2[C@]23C[C@@H](C(=O)OC)N(S(=O)(=O)c4ccc(Br)cc4)C2=NC(C(=O)OC)=C(C(=O)OC)[C@H]13 | -2.7%[11.7 µM]
Cn1c(=O)c(-c2cc(F)cc(F)c2)nc2cnc(N3CCOCC3)nc21 | -3.5%
CCCCC[C@H](O)/C=C/[C@@H]1[C@@H](CC(=O)CCC(=O)O)[C@@H](O)C[C@H]1O | -2.9%
CN(Cc1ccccc1)C(=O)[C@H](Cc1ccc2ccccc2c1)NC(=O)[C@@H]1CCCN1C(=O)Nc1ccccc1[N+](=O)[O-] | 1.2%

More structures follow.
SMILES | Menin-MLL TR inh
CCCCCCCCCCCCCCCCOC[C@H](COP(=O)([O-])OCC[N+](C)(C)C)OC(=O)CCCCCCCC(=O)O | -8.3%
COCCn1c(=O)c(C)nc2cnc(OCc3ccccc3)nc21 | 3.7%
CC[C@H](C)N(C)C(=O)c1cc2ccccc2c(-c2ccccc2Cl)n1 | ?
N#Cc1ccccc1-c1ccc2ncnc(N3CCNCC3)c2c1 | ?
O=c1c(CCc2ccccc2)nc2cnc(N3CCOCC3)nc2n1CCc1ccccc1 | -5.0%
COc1ccc(CNc2ncncc2-c2cccc(C#N)c2)c(OC)c1 | -11.1%
COc1ccccc1-c1ccc2ncnc(Nc3ccccc3)c2c1 | 11.3%
O=Cc1ccc(OC2C=CC(c3ccccc3)OC2CO)cc1 (stereo not drawn) | 11.4%[11.7 µM]
CC[C@H](CC[C@@H](C)C1CC[C@H]2[C@@H]3CC=C4C[C@@H](O)CC[C@]4(C)[C@H]3CC[C@]12C)C(C)C (stereo partly drawn) | 2.0%[24.8 µM]
O=C1C2=C(S[C@@H]3O[C@H](CO)[C@@H](O)[C@H](O)[C@H]3O2)C(=O)c2ccccc21 | ?
Cc1nc(NCc2ccccc2)c2nc(-c3ccccc3)n(CC(C)(C)CN(C)C)c2n1 | 0.2%
COc1ccc2oc(-c3ccccc3)c(OC)c(=O)c2c1 | -8.4%[24.8 µM]
O=C(c1ccncc1)N1CCC2(CCCN(Cc3ccccc3)C2)CC1 | 0.0%
CC[C@H](C)[C@H](NC(=O)[C@H](CCCNC(=N)N)NC(=O)[C@H](CCCNC(=N)N)NC(=O)[C@H](CC(C)C)NC(=O)[C@H](Cc1ccccc1)NC(=O)CNC(=O)CNC(=O)[C@@H](N)Cc1ccc(O)cc1)C(=O)N[C@@H](CCCNC(=N)N)C(=O)N1CCC[C@H]1C(=O)N[C@@H](CCCCN)C(=O)N[C@@H](CC(C)C)C(=O)N[C@@H](CCCCN)C(=O)N[C@@H](Cc1c[nH]c2ccccc12)C(=O)N[C@@H](CC(=O)O)C(=O)N[C@@H](CC(N)=O)C(=O)N[C@@H](CCC(N)=O)C(=O)O | -29.1%
